Shiga toxin inh = A qHTS for Small Molecule Inhibitors of Shiga Toxin; Vero cells, Shiga toxin protein synthesis inhibition reporter; inhibition, % at 38.7 µM; 290,000 compounds, 9.2% hits; in the data active = inhibition mostly above about 28%, no sharp cut-off; inactive = mostly below about 43%; also: 0% is about no effect
Tb PYK inh = qHTS of Trypanosoma Brucei Inhibitors. TbPYK enzyme, Kinase-Glo Plus ATP luminescence, 45 min. pyruvate kinase (Trypanosoma brucei), Q57TT1. 410,000 compounds, 0.12% hits. Potency, µM (top dose mostly 76.8 µM), for inactives: top-dose activity, negative = inhibition, actives largely listed as inhibitors; also: potency is read from the fitted curve at half-maximal effect; % is scaled to controls: 0 for no effect and ±100 for the full control effect; nearly all actives have a fitted effect of over 50% in size
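T. brucei PYK with substrate was exposed to pin-transferred compounds across a concentration series, then started with 130 uM ADP (final). After 45 min at room temperature, Kinase-Glo Plus luminescence was read, normalized and curve-fitted.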
LmPK inh = qHTS Assay for Inhibitors of Leishmania Mexicana Pyruvate Kinase (LmPK); Potency, µM (top dose mostly 57.5 µM), without a hit: at the highest dose activity change, negative = inhibition, usual class: inhibitors; Q27686; AID 1721, 2009; purified LmPK, Kinase-Glo ATP luminescence, 1 h; 290,000 compounds, 0.37% hits; also: potency is read from the fitted curve at half-maximal effect; % is scaled to controls: 0 for no effect and ±100 for the full control effect
Target sequence (Q27686 whole entry, looked up): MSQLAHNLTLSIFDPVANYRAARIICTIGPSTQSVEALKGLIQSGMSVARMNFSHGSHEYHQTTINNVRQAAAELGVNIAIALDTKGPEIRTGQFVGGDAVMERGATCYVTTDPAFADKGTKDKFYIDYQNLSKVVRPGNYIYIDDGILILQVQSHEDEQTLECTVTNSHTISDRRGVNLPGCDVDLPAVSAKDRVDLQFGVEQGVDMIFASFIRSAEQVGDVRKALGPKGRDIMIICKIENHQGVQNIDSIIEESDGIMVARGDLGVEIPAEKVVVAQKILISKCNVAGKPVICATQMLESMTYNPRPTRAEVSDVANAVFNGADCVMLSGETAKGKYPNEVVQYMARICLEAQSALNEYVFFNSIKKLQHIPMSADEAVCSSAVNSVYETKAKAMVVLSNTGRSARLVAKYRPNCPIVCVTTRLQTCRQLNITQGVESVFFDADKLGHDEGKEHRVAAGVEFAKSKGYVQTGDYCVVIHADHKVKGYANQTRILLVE
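Screened at intermediate enzyme activity to detect both inhibitors and activators: LmPK at 0.1 nM, with a 0.5 nM enzyme column as activation reference. PEP 0.5 mM, ADP 0.1 mM; ATP detected by luminescence after 1 h.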
Pf growth 48h = Primary qHTS for delayed death inhibitors of the malarial parasite plastid, 48 hour incubation. P. falciparum luciferase growth in erythrocytes, 48 h. Potency, µM (doses to about 28.7 µM), for the others: at the highest dose activity change, negative = inhibition, hits mostly inhibitors. 310,000 compounds, 5.9% hits; also: potency is read from the fitted curve at half-maximal effect; % is scaled to controls: 0 for no effect and ±100 for the full control effect
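Growth was read as firefly luciferase luminescence after a 48 h, 37 C, 5% CO2 exposure of compounds to reporter-bearing P. falciparum cultures (0.1% parasitemia, 2% hematocrit final) in Albumax-supplemented RPMI 1640.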
Pf growth 96h = Primary qHTS for delayed death inhibitors of the malarial parasite plastid, 96 hour incubation; P. falciparum luciferase reporter growth, 96 h; Potency, µM (doses to about 28.7 µM), for inactives: top-dose activity change, negative = inhibition, actives largely listed as inhibitors; 320,000 compounds, 6.9% hits; AID 504834, 2011; also: potency is read from the fitted curve at half-maximal effect; % is scaled to controls: 0 for no effect and ±100 for the full control effect
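Readout is luminescence from an integrated firefly luciferase in P. falciparum. Red cells, 2% hematocrit and 0.05% parasitemia final, were cultured with compound through two parasite generations (96 hours) at 37 C, 5% CO2.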
CHX counter = Cycloheximide Counterscreen for Small Molecule Inhibitors of Shiga Toxin | max response, % | cell reporter, cycloheximide protein synthesis inhibition counterscreen | 300,000 compounds, 12% hits | AID 2314, 2010; in the data active = max response mostly above about 13%, no sharp cut-off; inactive = mostly below about 14%; also: read at 38.3 µM for the half of the compounds with a filed dose; 0% is about no effect
HCV inh = qHTS Assay for Inhibitors of Hepatitis C Virus (HCV); Huh7.5.1 HCVcc-Cre infection, luciferase reporter, 44 h; Potency, µM (titrated, usually from 41.8 µM), without a hit: at the highest dose activity change, negative = inhibition, usual class: inhibitors; 340,000 compounds, 3.4% hits; AID 651820, 2012; also: potency is read from the fitted curve at half-maximal effect; % is scaled to controls: 0 for no effect and ±100 for the full control effect
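Reporter virus HCVcc-Cre (~0.5 moi) infects cells exposed to compound; seeding density 1,000 cells/well with 4 h settling beforehand. Luminescence, 15 sec read, taken 44 h post-infection following a 15 min RT substrate incubation.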
Active calls of the source: *; u = inconclusive; x = no result given; & = joins results of further samples; [ ] = dose if it differs, or a comment. Unless noted, calls follow the shape of the dose curve; as a rule, active = well fitted curve in the direction sought with a large enough effect; inconclusive = small, poorly fitted or top-dose-only effect, or another doubt; inactive = no such curve, though single readings can be large; an effect the other way counts as inactive or inconclusive. Not a hit list, and some 24% of all compounds hit somewhere here.

SMILES | Shiga toxin inh | Tb PYK inh | LmPK inh | Pf growth 48h | Pf growth 96h | CHX counter | HCV inh
CN1CCN(c2ccc(NC(=O)Cc3ccccc3)cc2)CC1 | 75* | 4% | -10% | 103%[activator] | x | 55* | u
O=C(C[n+]1cc(-c2ccc(F)cc2)n2c1CCC2)Nc1nc(-c2ccccc2)cs1 | 7 | -3% | 2% | u | u | 6 | u
COc1ccccc1N1CCN(C2CCN(C3CCC(c4ccccc4)CC3)CC2)CC1 (configuration not stated) | -7 | x | -8% | u | 15% | -3 | x
Cc1cc(/C=C2/NC(=O)NC2=O)c(C)n1-c1ccccn1 | 19 | -12% | 3% | 10% | 9.3µM* | 19* | 7%
O=C(CS(=O)C(c1ccccc1)c1ccccc1)NO (configuration not stated) | -3 | 5% | x | -6% | -19% | -4 | x
CC(C(=O)O)c1ccc(CC2CCCC2=O)cc1 (configuration not stated) | x | 2%&3% | x | -6% | -5% | x | -12%
Cc1ccc(NC2=NCC(=O)N2Cc2ccc3c(c2)OCO3)c(C)c1 | 0 | -5% | 1% | 4% | 35%[activator] | -3 | 3%
OCC1(CCc2ccccc2)CCN(C/C=C/c2ccccc2)CC1 | -8 | -10% | -3% | u | 265%[activator] | -1 | 27%
CCN(CC)CCN(C(=O)CCOc1ccccc1)c1nc2c(F)cc(F)cc2s1 | -2 | 0% | 3%[11.5 µM] | 27% | 1% | 5 | -22%
O=C1c2ccccc2C(=O)N1CNc1ccccc1 | 0 | -5% | -3% | 17% | 6% | 4 | 1%
COc1ccc(-c2sc(C(=O)c3ccc(Cl)cc3Cl)cc2CC(=O)O)cc1 | -1 | 6% | 3% | -10% | 23% | -3 | -14%
O=C(NC(N1CCCC1)C(Cl)(Cl)Cl)c1ccccc1 (configuration not stated) | 15 | 2% | 0% | 1% | -7% | 3 | 21%
Clc1ccc(C2=NCCN2)cc1 | 5 | -9% | -3% | -29% | 1% | -2 | 12%
COc1cc(CO)c(OC)c([N+](=O)[O-])c1 | 17&15 | 2% | 0% | 34%[activator] | 53%[activator] | -2&7 | 17%
CCOC(=O)Cn1c(=O)oc2cc(S(=O)(=O)N3CCC(N4CCCCC4)CC3)ccc21 | -19 | -1% | 2% | x | u | -7 | 0%
COc1ccc(CCC(=O)Nc2ccc(S(=O)(=O)N3CCOCC3)cc2)cc1 | 2 | -7% | 8% | -18% | 231%[activator] | 5 | -19%
Cc1ccc(C(=O)Nc2cc(C(F)(F)F)ccc2N2CCCCC2)cc1[N+](=O)[O-] | -19 | -8% | 2% | 13µM* | 19% | -2 | -19%
O=C(Nc1nnc(C2=COCCO2)o1)c1ccc([N+](=O)[O-])s1 | -4 | 3% | -2% | u | 12µM* | -2 | -11%
Clc1cccc(Cl)c1NC1=NCCC1 | -11 | 0% | -9% | x | 3% | 2 | 14%
CNc1nn(-c2cccc(Cl)c2)nc1N | 90* | 0% | -8% | 139%[activator] | 0% | 47* | u
CC(=O)NC1=NN(C(C)=O)C(C)(c2cccnc2)S1 (configuration not stated) | -10 | -14% | 11% | 5% | 8% | 10 | -8%
COC(=O)C1=CN(Cc2ccc(OC)cc2)C=C(C(=O)OC)C1c1cc(OC)c(OC)c(OC)c1 | -6 | -1% | -7% | 1.3µM* | u | 1 | -17%
CC(=O)N(C(C)=O)c1cccc2c(N(C(C)=O)C(C)=O)cccc12 | -4 | 6% | -2% | -16% | 73%[activator] | 1 | 16%
O=C(NCc1ccco1)C1CCN(C(=O)c2ccc(Cl)cc2)CC1 | x | 3% | x | -26% | u | x | 18%
COc1cc(NC2c3ncccc3C(=O)N2Cc2ccco2)cc(OC)c1 (configuration not stated) | -1 | u | 5% | u | 3.7µM* | 9 | 1%
CC(C)Oc1ccc(C(=O)Nc2ccc(Cl)c(S(=O)(=O)Nc3ccc(Cl)cc3)c2)cc1 | 13 | -1% | 2% | u | u | 3 | u
COc1ccc2cc(CCN3C(=O)c4ccccc4C3=O)c(=O)[nH]c2c1 | -15 | 3% | -6% | 27% | -8% | -3 | 9%
CC(C)COC(=O)c1nnsc1NC(=O)Nc1ccccc1 | 13 | 2% | 4% | -15% | 4% | -2 | u
Cc1ccc(NS(=O)(=O)c2ccc3c(c2)C(=O)c2ccccc2C3=O)c(C)c1 | 1 | -1% | 2% | -12% | u | -1 | u
COc1ccc(C(=O)N(C)CC2CCN(CCc3cccc(C(F)(F)F)c3)CC2)cc1C | 9 | 7% | 1% | u | 38%[activator] | -2 | u
CCOc1ccc(NC(=S)NC(=O)C2CCCC2)cc1 | 69* | -11% | 2% | -24% | u | 16* | -14%
O=C(COc1ccc(Cl)cc1)N1CCN(C2CCCC2)CC1 | -2 | 3% | -7% | 16% | -9% | -5 | -15%
O=C(Cc1ccccc1)NNS(=O)(=O)c1ccccc1[N+](=O)[O-] | -13 | 3% | -6% | 16% | 20% | 1 | 9%
CC(=O)Nc1ccc(S(=O)(=O)NCCOc2ccc(Cl)cc2C)cc1 | 13 | 7% | 3% | 41%[activator] | -14% | 8 | -9%
Cc1ccc(S(=O)(=O)N(C)CC(=O)N/N=C/c2ccc(C)o2)cc1 | -2 | 2% | 4% | -23% | 2% | 11 | 2%
Cc1nc(SCc2cccc(F)c2)c2oc3ccccc3c2n1 | -5 | 5% | 0% | 10µM* | u | 6 | -11%

Brought forward from above: five compounds; new compounds follow.
SMILES | Shiga toxin inh | Tb PYK inh | LmPK inh | Pf growth 48h | Pf growth 96h | CHX counter | HCV inh
O=C(COc1ccc(Cl)cc1)N1CCN(C2CCCC2)CC1 | -2 | 3% | -7% | 16% | -9% | -5 | -15%
O=C(Cc1ccccc1)NNS(=O)(=O)c1ccccc1[N+](=O)[O-] | -13 | 3% | -6% | 16% | 20% | 1 | 9%
CC(=O)Nc1ccc(S(=O)(=O)NCCOc2ccc(Cl)cc2C)cc1 | 13 | 7% | 3% | 41%[activator] | -14% | 8 | -9%
Cc1ccc(S(=O)(=O)N(C)CC(=O)N/N=C/c2ccc(C)o2)cc1 | -2 | 2% | 4% | -23% | 2% | 11 | 2%
Cc1nc(SCc2cccc(F)c2)c2oc3ccccc3c2n1 | -5 | 5% | 0% | 10µM* | u | 6 | -11%
COc1cc(CN(C)CC(=O)c2[nH]c(C)c(C(C)=O)c2C)ccc1OC(F)F | 7 | 3% | 3% | u | u | -2 | u
Oc1ccc2ccccc2c1CN1CCN(C/C=C/c2ccccc2)CC1 | -4 | -9% | -2% | u | 9.3µM* | 2 | -14%
CC(C)N1C(=O)c2ccccc2C1C(=O)NCCc1ccccc1 (configuration not stated) | -6 | 0% | 1% | 16% | 8.3µM* | 9 | 3%
COc1cccc(CNC(=O)CSCc2cnn(-c3ccccc3)c2-n2cccc2)c1 | -1 | -9% | -2% | u | x | -4 | u
Cc1sc(NC(=S)NC(=O)c2cccs2)nc1-c1ccc(CC(C)C)cc1 | 9 | 7% | 2% | x | 12% | 9 | 18%
CN(c1ccccc1)S(=O)(=O)c1ccc(-c2ccccc2)cc1 | -4 | 4% | 8% | -19% | 121%[activator] | -1 | -27%
Cn1cc(SCC(=O)NC2CCCCC2)c2ccccc21 | 9 | 5% | -1% | -1% | 16% | -3 | 12%
Cc1ccc(S(=O)(=O)N2CCN(C(=O)c3n[nH]c(=O)c4ccccc34)CC2)c(C)c1 | x | 2% | x | u | u | x | 12%
Cc1cc(C)n(-c2nc(-c3ccc(Cl)cc3)cs2)n1 | 5 | 0% | 11% | 59%[activator] | x | 9 | 6%
CCCCCc1c(C)nc(N2CCc3ccccc32)[nH]c1=O | 8 | 11% | 0% | 9.3µM* | -17% | -2 | 10%
COc1ccccc1NS(=O)(=O)c1cccc(N=C2N=C(N)c3ccccc32)c1 | -8 | -17% | -1% | -4% | -5% | -1 | 13%
COc1cccc(NC(=O)c2nc(S(C)(=O)=O)ncc2Cl)c1 | 38 | -3% | -5% | 13% | 30%[activator] | 16 | u
O=C(Cc1ccc(Cl)cc1)NNc1c(F)c(F)cc(F)c1F | -3 | 4% | 0% | 7% | 52%[activator] | -1 | 1%
COc1ccc2c(c1)C1NC(=S)NC(C)(O2)C1C(=O)Nc1ccc(Cl)cc1 (configuration not stated) | -9 | -20% | 4% | -15% | 59%[activator] | 1 | -5%
COc1ccc(N(C2=NCCCS2)S(=O)(=O)c2ccc(C(C)(C)C)cc2)cc1 | -23 | 1% | 4% | u | 36%[activator] | -3 | 14%
CC(OC(=O)c1nn(C(C)C)c(=O)c2ccccc12)C(=O)Nc1ncc(Cl)cc1Cl (configuration not stated) | -12 | -5% | 1% | 17% | 39%[activator] | -1 | -2%
CCOC(=O)c1c(C)[nH]c(C(=O)Cn2nnc(-c3ccc(Cl)cc3)n2)c1C | 3 | 4% | -1% | 5% | u | -3 | 21%
c1ccc(CN2CCC(=NNc3nc4ccccc4[nH]3)CC2)cc1 | 31 | 3% | 1% | -2% | u | 33* | -22%
CCC(C)NC(=O)CSc1nnc(-c2cc(OC)c(OC)c(OC)c2)c(-c2cc(OC)c(OC)c(OC)c2)n1 (configuration not stated) | 27 | -1% | -2% | 10µM* | 14% | 2 | -1%
Cc1ccc(CN(C(=O)c2cccs2)C2CCS(=O)(=O)C2)cc1 (configuration not stated) | -6 | 5% | -9% | u | -48% | -2 | 0%
CN(C)S(=O)(=O)N1CCc2ccc(NC(=O)C3CCCO3)cc2C1 (configuration not stated) | -2 | -4% | 0% | -8% | u | 15 | 24%
Cc1ccccc1Cn1nc(C)c(NC(=O)c2cc(-c3ccco3)on2)c1C | 22 | -1% | 0% | u | 11% | -1 | -7%
Fc1ccc(N2CCN(C(=S)NCc3ccco3)CC2)cc1 | 11 | 1% | -6% | 7% | u | 2 | -2%
COC(=O)COc1ccc(S(=O)(=O)Nc2ccc(C(N)=O)cc2)cc1C | 35 | 1% | -3% | 9% | x | -3 | 1%
Cc1ccc(NC(=O)CN2C(=O)N/C(=C/c3ccc(N4CCOCC4)cc3)C2=O)cc1 | 17 | 4% | 4% | -51% | 32%[activator] | 15 | 11%
CCc1ccc(N(CC(=O)NC2CC2)S(=O)(=O)c2ccc(C)cc2)cc1 | -11 | 2% | -3% | 2% | 19% | -3 | x
O=S(=O)(c1cnc(Cl)c(Br)c1)N1CCc2ccccc21 | -19 | -18% | -1% | u | u | -2 | -3%
CN(C)N1C(N)=C(C#N)C(c2ccccc2)C2=C1CC(C)(C)CC2=O (configuration not stated) | -6 | 0% | -9% | x | -10% | 1 | -9%
N#C/C(=C\c1ccc(-c2cccc([N+](=O)[O-])c2)o1)C(=O)NCCN1CCOCC1 | 9 | 2% | 8% | 10µM* | 10µM* | 2 | 14µM*
COCCn1ccc2c(OCC(=O)Nc3cccc(NC(C)=O)c3)cccc2c1=O | x | 3% | x | -29% | u | x | 2%
CC(C)(C)c1ccc(S(=O)(=O)NCCc2ccncc2)cc1 | -12 | 0% | 0% | -2% | 25% | -2 | u

Compound activity from PubChem BioAssay.
